EBNA-1 inhibitor: blocks EBNA-1 binding to DNA. EBNA-1 DNA binding, fluorescence polarization. inhibition, % at 14.8 µM. 300,000 compounds, 0.34% hits. AID 1950; in the data active means inhibition above about 28%
ZTA DNA inh: ZTA (EBV) inhibition in EBNA-1 counter-screen; P03206; ZTA-DNA binding, fluorescence polarization; inhibition, % at 11 µM; 320,000 compounds, 0.15% hits; AID 2234; in the data active means inhibition above about 33%
pPAFAH FP inh: inhibitors of human plasma PAF acetylhydrolase (pPAFAH); inhibition, % at 3.39 µM; AID 463082; 330,000 compounds, 1.5% hits; recombinant pPAFAH, FP-rhodamine probe fluorescence polarization;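 active means inhibition above the mean inhibition across the screen plus 3 SD, cut at about 25% in these data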;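 further: inhibitors block binding of the rhodamine activity-based probe so polarization drops; 0% = enzyme with DMSO and 100% = wells lacking pPAFAH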
Target sequence (Q13093 whole entry, looked up): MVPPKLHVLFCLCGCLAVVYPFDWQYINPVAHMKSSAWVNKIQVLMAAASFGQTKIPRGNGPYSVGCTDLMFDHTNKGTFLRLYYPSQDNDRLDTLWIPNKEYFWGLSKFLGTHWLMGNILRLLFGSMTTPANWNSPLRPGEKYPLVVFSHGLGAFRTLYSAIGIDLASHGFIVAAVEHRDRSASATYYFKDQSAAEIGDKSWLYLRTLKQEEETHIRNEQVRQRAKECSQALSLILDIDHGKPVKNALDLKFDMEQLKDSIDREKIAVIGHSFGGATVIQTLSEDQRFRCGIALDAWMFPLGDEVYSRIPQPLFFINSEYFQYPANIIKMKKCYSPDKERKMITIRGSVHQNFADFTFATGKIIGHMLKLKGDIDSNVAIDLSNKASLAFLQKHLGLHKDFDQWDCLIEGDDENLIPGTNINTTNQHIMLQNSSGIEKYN
PREPL inh: inhibits the human prolyl oligopeptidase-like enzyme | recombinant PREPL, fluorescence polarization activity-based probe | inhibition, % at 5.96 µM | 320,000 compounds, 0.68% hits | AID 2751; in the data active means inhibition above about 43%;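 further: 0% = enzyme with DMSO and 100% = wells lacking enzyme; many of its hits are not listed in these tables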
LYPLA2 inh: LYPLA2 (human) inhibition in PME1 counter-screen; inhibition, % at 5.9 µM; recombinant LYPLA2, FP-Rh probe fluorescence polarization; 320,000 compounds, 0.38% hits; AID 2177;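 active means inhibition above the screen-wide mean plus 3 SD, limit set per campaign, cut at about 26% in these data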;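 further: 0% = LYPLA2 with DMSO and 100% = wells lacking LYPLA2 enzyme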
Target sequence (O95372 whole entry, looked up): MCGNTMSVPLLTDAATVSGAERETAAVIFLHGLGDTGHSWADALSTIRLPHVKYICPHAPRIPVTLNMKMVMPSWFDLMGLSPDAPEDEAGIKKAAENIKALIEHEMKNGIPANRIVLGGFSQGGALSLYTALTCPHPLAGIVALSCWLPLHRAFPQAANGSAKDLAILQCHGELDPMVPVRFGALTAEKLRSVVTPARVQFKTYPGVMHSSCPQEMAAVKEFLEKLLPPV
PAFAH2 inh: PAFAH2 (human) inhibition. Q99487. recombinant PAFAH2, FP-rhodamine activity probe, fluorescence polarization. inhibition, % at 3.39 µM. 340,000 compounds, 0.99% hits. AID 492956;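 active means inhibition above the mean over all tested compounds plus 3 SD, cut at about 30% in these data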;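 further: inhibitors block probe labeling of enzyme so polarization drops; 0% = enzyme with DMSO and 100% = wells lacking PAFAH2 protein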
PAFAH1B3 FP inh: inhibitors of human PAFAH1B3. inhibition, % at 3.39 µM. AID 492972. 340,000 compounds, 0.28% hits. recombinant PAFAH1B3, FP-rhodamine probe, fluorescence polarization. Q15102;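 active means inhibition above the screen-wide average of all tested compounds plus 3 SD, cut at about 25% in these data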;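 further: 0% = enzyme with DMSO only and 100% = wells lacking PAFAH1B3 protein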
LYPLA1 counter: LYPLA1 (human) inhibition in PME1 counter-screen; 320,000 compounds, 0.16% hits; inhibition, % at 5.9 µM; recombinant LYPLA1, FP-Rh probe fluorescence polarization;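 active means inhibition above the mean of all tested compounds plus 3 SD, set per campaign, cut at about 14% in these data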;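 further: inhibitors block serine hydrolase probe labeling of LYPLA1 so polarization falls; 0% = enzyme with DMSO and 100% = wells lacking LYPLA1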
Target sequence (O75608 whole entry, looked up): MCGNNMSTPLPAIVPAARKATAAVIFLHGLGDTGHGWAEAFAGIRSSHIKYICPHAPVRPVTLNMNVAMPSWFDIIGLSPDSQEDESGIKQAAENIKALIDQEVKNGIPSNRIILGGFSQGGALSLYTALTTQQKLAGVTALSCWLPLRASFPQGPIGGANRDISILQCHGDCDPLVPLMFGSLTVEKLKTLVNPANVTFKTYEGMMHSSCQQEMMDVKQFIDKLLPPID
PAFAH1B2 FP inh: blocks human PAF acetylhydrolase 1b catalytic subunit 2 | P68402 | recombinant PAFAH1B2, FP-rhodamine activity probe, fluorescence polarization | inhibition, % at 3.39 µM | 340,000 compounds, 1.2% hits | AID 492953;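 active means inhibition above the mean of all tested compounds plus 3 SD, cut at about 24% in these data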;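 further: 0% = enzyme with DMSO and 100% = wells lacking PAFAH1B2; many of its hits are not listed in these tables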
* hit, by the source's call; / = no result given.

molecule,EBNA-1 inhibitor,ZTA DNA inh,pPAFAH FP inh,PREPL inh,LYPLA2 inh,PAFAH2 inh,PAFAH1B3 FP inh,LYPLA1 counter,PAFAH1B2 FP inh
CC(C)OC(=O)CN1C(=O)c2ccccc2C1=O,12,-10,2,8,6,1,2,2,-4
CCn1cc(/C=N\NC(=O)c2ccccc2Cl)cn1,3,1,3,-14,8,-1,8,4,-1
CC(C(=O)Nc1ccon1)N1C(=O)c2ccccc2S1(=O)=O (stereo unspecified),-5,7,-7,10,-2,-8,3,-2,6
COc1ccc(OC)c(/C=N/Nc2nncn2/N=C/c2cc(OC)ccc2OC)c1,2,-7,-2,5,-3,2,2,1,3
COc1cc(/C=C2\N=C(c3ccccc3)NNC2=O)cc(OC)c1OC,-1,9,-1,12,0,1,-5,-2,5
CN(C(=O)c1ccc(NC(=O)C2CC=CCC2C(=O)O)cc1)c1ccccc1 (stereo unspecified),11,-2,4,-2,0,2,3,-3,5
CNC(=S)N1CCN(c2ccc([N+](=O)[O-])cc2)CC1,-1,-9,-3,-28,4,-5,-1,-1,1
CCc1nc2ccccc2n1CC(=O)N1CCN(Cc2ccccc2)CC1,-9,-13,-6,15,-4,/,/,-3,/
COc1ccc(CC(=O)N2CC3(C)CC2CC(C)(C)C3)cc1OC (stereo unspecified),6,13,12,3,7,2,1,3,9
CC(=O)Nc1ccc(C(=O)CN2C(=O)CSC2=O)cc1,-1,18,6,-3,2,-1,1,-1,1

(continued)
molecule,EBNA-1 inhibitor,ZTA DNA inh,pPAFAH FP inh,PREPL inh,LYPLA2 inh,PAFAH2 inh,PAFAH1B3 FP inh,LYPLA1 counter,PAFAH1B2 FP inh
CC(=O)c1sc2nc(CSc3nnnn3-c3ccccc3)[nH]c(=O)c2c1C,10,1,9,-10,-16,22,12,-12,-6
O=c1c(-c2ccccc2)coc2c(CN3CCCCC3)c(O)ccc12,10,0,2,-4,-1,-1,5,-3,5
Cc1cc(/C=N\NC(=O)c2cccs2)c(C)n1-c1ccc2ncccc2c1,-11,-4,15,18,1,1,11,1,0
CCc1ccc(NC(=S)NC2CC3CCCC(C2)N3Cc2cccs2)cc1 (stereo unspecified),2,0,3,9,-6,-6,9,-2,-2
Cc1ccc(C(=O)CCc2ccc(N)cc2)cc1,-3,-1,8,5,1,-8,8,-1,5
COC(=O)c1ccc(S(N)(=O)=O)o1,4,11,-3,-2,-4,-2,2,1,-4
COCCSc1ccccc1C(=O)N1CCOCC1,-8,-22,4,-11,5,-3,-3,2,0
O=C(O)c1cccc(S(=O)(=O)Nc2ccc(O)c(Sc3nc4ccccc4s3)c2)c1,3,-1,11,1,-3,-5,-2,2,13
CCOC(=O)c1c(C)[nH]c(C(=O)COC(=O)CN2C(=O)C3CCCCC3C2=O)c1C (stereo unspecified),0,1,2,-2,3,1,6,0,5
Cc1ccc(C)c(N2CCN(C(=O)Cc3c(C(=O)O)[nH]c4ccc(Cl)cc34)CC2)c1,8,-1,8,0,4,1,3,0,4

Sorted by SMILES length (smallest number first): part of the list above.
molecule,EBNA-1 inhibitor,ZTA DNA inh,pPAFAH FP inh,PREPL inh,LYPLA2 inh,PAFAH2 inh,PAFAH1B3 FP inh,LYPLA1 counter,PAFAH1B2 FP inh
COCCSc1ccccc1C(=O)N1CCOCC1,-8,-22,4,-11,5,-3,-3,2,0
Cc1ccc(C(=O)CCc2ccc(N)cc2)cc1,-3,-1,8,5,1,-8,8,-1,5
CC(=O)Nc1ccc(C(=O)CN2C(=O)CSC2=O)cc1,-1,18,6,-3,2,-1,1,-1,1
CCc1nc2ccccc2n1CC(=O)N1CCN(Cc2ccccc2)CC1,-9,-13,-6,15,-4,/,/,-3,/
COc1ccc(CC(=O)N2CC3(C)CC2CC(C)(C)C3)cc1OC (stereo unspecified),6,13,12,3,7,2,1,3,9
CCc1ccc(NC(=S)NC2CC3CCCC(C2)N3Cc2cccs2)cc1 (stereo unspecified),2,0,3,9,-6,-6,9,-2,-2
Cc1cc(/C=N\NC(=O)c2cccs2)c(C)n1-c1ccc2ncccc2c1,-11,-4,15,18,1,1,11,1,0
CC(=O)c1sc2nc(CSc3nnnn3-c3ccccc3)[nH]c(=O)c2c1C,10,1,9,-10,-16,22,12,-12,-6
CCOC(=O)c1c(C)[nH]c(C(=O)COC(=O)CN2C(=O)C3CCCCC3C2=O)c1C (stereo unspecified),0,1,2,-2,3,1,6,0,5
Cc1ccc(C)c(N2CCN(C(=O)Cc3c(C(=O)O)[nH]c4ccc(Cl)cc34)CC2)c1,8,-1,8,0,4,1,3,0,4

Later entries:
molecule,EBNA-1 inhibitor,ZTA DNA inh,pPAFAH FP inh,PREPL inh,LYPLA2 inh,PAFAH2 inh,PAFAH1B3 FP inh,LYPLA1 counter,PAFAH1B2 FP inh
Cc1ccc(OCC(O)Cn2c(NCCc3ccccc3)nc3c2c(=O)[nH]c(=O)n3C)cc1 (stereo unspecified),9,-4,11,12,-1,4,-1,4,10
Cc1c(NC(=O)c2cc(-c3cccs3)nc3ccccc23)c(=O)n(-c2ccccc2)n1C,11,0,3,0,3,6,-3,0,1
COc1ccccc1C(=O)Nc1c(C(=O)N(CCN(C)C)Cc2ccco2)oc2ccccc12,-11,-26,-4,-15,-2,3,5,1,1
Cc1nn(CC(N)=O)c(=O)c2ccccc12,-4,-9,3,-2,3,0,-8,3,2
CCOCCCNS(=O)(=O)c1ccccc1,6,9,-4,4,3,-4,-2,0,3
CC(C)(C)c1cc(CCC(=O)NCC2CCCO2)cc(C(C)(C)C)c1O (stereo unspecified),-3,-12,0,-3,-3,-1,6,1,0
COc1cc2c(ccc3cc(OC)c(OC)c(O)c32)cc1O,-2,-11,39*,20,9,15,23,1,13
CCCCn1c(C(C)NC(=O)CCC)nc2ccccc21 (stereo unspecified),-3,6,-2,1,-3,-9,2,0,4
C/C=C/C(=O)OCC(=O)Nc1cc(OC)c([N+](=O)[O-])cc1C,-9,5,1,2,1,27,7,2,-2
COc1cc(OC)c(N(C)S(=O)(=O)c2cccc(C(=O)Nc3nnc(C4CC4)s3)c2)cc1Cl,6,5,2,-4,-9,-2,0,-4,-1

Carrying on:
molecule,EBNA-1 inhibitor,ZTA DNA inh,pPAFAH FP inh,PREPL inh,LYPLA2 inh,PAFAH2 inh,PAFAH1B3 FP inh,LYPLA1 counter,PAFAH1B2 FP inh
CS(=O)(=O)c1ccc(N)cc1,7,10,2,-6,-3,0,6,2,-1
CN(C)c1ccc(CNS(=O)(=O)c2ccc3c(c2)C(C)(C)C(=O)N3C)cc1,-9,-7,-1,1,8,5,7,2,1
O=C(CSc1nccc(=O)[nH]1)N1CCc2ccccc2C1,-2,-6,7,20,0,2,28*,-2,4
COc1cc(/C=C2/C(=N)N3N=C(C)SC3=NC2=O)ccc1OS(=O)(=O)c1ccc(C)cc1,6,5,8,5,-8,2,12,-7,9
CC(C)Cn1cc(Cl)c(=O)n(CC(C)C)c1=O,-1,-6,-2,10,2,-9,1,-2,0
Cc1cc(C(F)F)nn1CC(=O)NC1C(=O)N2C(C(=O)O)=C(CSc3nnnn3C)CSC12 (stereo unspecified),2,-10,4,-4,6,6,0,8,2
CCOc1cc(/C=N/Nc2nncc(-c3ccccc3)n2)ccc1O,-10,-8,4,13,-1,4,4,1,4
Nc1nc(Cl)cc(NCCc2ccccc2)n1,6,15,2,-4,-4,/,/,-5,/
c1ccc(-c2nc3cnccn3c2Nc2ccc3c(c2)OCCO3)cc1,2,-5,19,9,0,-7,-7,0,5
O=C(On1c(-c2ccccc2)nc2ccccc2c1=O)c1ccco1,16,-10,-3,16,8,-3,0,1,1

(cont.)
molecule,EBNA-1 inhibitor,ZTA DNA inh,pPAFAH FP inh,PREPL inh,LYPLA2 inh,PAFAH2 inh,PAFAH1B3 FP inh,LYPLA1 counter,PAFAH1B2 FP inh
CCSc1nnc(NC(=O)C2CC2c2ccccc2)s1 (stereo unspecified),0,11,-1,-3,-2,-4,-3,-4,0
CC(=O)c1cc2c(cc1NC(=O)Cc1c(C)noc1C)OCO2,/,/,6,15,/,2,11,/,1
CC(=O)c1ccc(Oc2ccc(C(=O)c3ccc(C)c(C)c3)cc2[N+](=O)[O-])cc1,-6,-17,3,-3,2,3,-15,-2,4
C/C(CC(O)c1ccc2ccccc2n1)=N/O (stereo unspecified),1,-1,-1,7,-3,6,0,-1,4
O=C(O)c1ccccc1-n1cnnn1,4,-1,1,13,9,-1,3,-1,2
Cc1ccc(CCNC(=O)CCS(=O)(=O)c2ccc3c(c2)oc(=O)n3C)cc1,2,7,4,2,-2,-6,2,4,10
Cc1ccc(-c2nc3c(c(=O)[nH]c(=O)n3CC(C)C)n2CC(C)C)cc1[N+](=O)[O-],0,2,6,22,-3,6,2,0,-1
CCOC(=O)C1Nc2ccc(C(F)(F)F)cc2C2c3ccccc3CC12 (stereo unspecified),-9,7,-7,9,0,2,0,0,3
CCOc1ccccc1Oc1cn[nH]c1-c1ccc(OC)cc1O,-9,13,5,3,3,11,-2,-4,7
CN(CC(=O)Nc1ccc(C(N)=O)cc1)S(=O)(=O)c1ccc2c(c1)OCCO2,/,/,2,17,/,-6,5,/,4

(list continues)
molecule,EBNA-1 inhibitor,ZTA DNA inh,pPAFAH FP inh,PREPL inh,LYPLA2 inh,PAFAH2 inh,PAFAH1B3 FP inh,LYPLA1 counter,PAFAH1B2 FP inh
O=C(O)c1cccc(NC(=S)NC(NC(=O)c2ccco2)C(Cl)(Cl)Cl)c1 (stereo unspecified),-2,16,5,9,6,-5,1,3,0
O=C(N/N=C1/CC2CCC1C2)c1cc2ccccc2cc1O (stereo unspecified),1,6,46*,10,-7,3,-2,-20,0
O=C(Cn1ncc2c([nH]c3ccccc32)c1=O)N1CCCCC1,-10,7,5,9,7,-10,1,6,1
CNC(=S)Nc1ccc(OCc2ccccc2)cc1,1,-4,3,0,7,4,9,1,5
Cc1ccc(CNC(=O)Cn2ccc(NC(=O)OCc3ccccc3)nc2=O)o1,/,-14,1,19,-7,1,7,3,1
Cc1nn(CC(=O)NC2CCS(=O)(=O)C2)c(C)c1[N+](=O)[O-] (stereo unspecified),/,/,1,8,/,-6,14,/,5

Bioassay records as filed in PubChem.

Only part of the results is shown; count on the stated rates, not on these rows.
